HGIII-sPLA2 inh = Blocks human group III sPLA2 activity. inhibition, % at 12.2 µM. 370,000 tested, 0.56% active. QFRET BODIPY PC-A2 liposome hydrolysis, fluorescence;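 active = inhibition above mean plus 3 SD of compounds lying within the high and low control bounds, cut at about 19% in these data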;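 note: 0% = median of test compound wells and 100% = no enzyme DMSO wells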
SMARCA2 activ = increases SMARCA2 function in MMTV reporter cells; MG213 cells, MMTV-luciferase reporter, dexamethasone, overnight; activation, % at 9.1 µM; 370,000 tested, 1% active; AID 652017; in the data active = activation above about 7.8%;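 note: 0% = vehicle wells and 100% = reference activator wells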
ADAM10 inh = inhibits human ADAM10; recombinant ADAM10, EDANS/DABCYL FRET peptide cleavage, 3 h; 370,000 tested, 0.62% active; AID 720582; inhibition, % at 7 µM;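 active = inhibition above a per-campaign cutoff equal to the mean of compounds falling between control-based bounds plus 3 SD, cut at about 20% in these data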;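 note: 0% = DMSO wells while the 100% control is not disclosed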
hgDAF-12 ag = activates the H. glycines DAF-12 receptor ligand-binding domain; AID 687014; activation, % at 6.8 µM; HEK293 GAL4-hgDAF12 UAS-luciferase reporter, agonist luminescence; normalized to butyrate control; 370,000 tested, 1.8% active;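 active = activation above a cutoff set at the mean of all screened compounds plus 3 SD, cut at about 10% in these data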;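 note: 0% = DMSO wells and 100% = sodium butyrate wells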
hcDAF-12 act = activators of H. contortus DAF-12 nuclear receptor; HEK293 hcDAF-12 lit1-tk-luc reporter, luminescence; 0% DMSO, 100% Δ7-dafachronic acid; activation, % at 6.8 µM; 370,000 tested, 1.4% active;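 active = activation above the mean of all tested compounds plus 3 SD, cut at about 5.5% in these data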;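 note: 100% = response to 3 µM Δ7-dafachronic acid high control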
ssDAF12 agonist = activates DAF-12 receptor from parasite S. stercoralis; HEK293 ssDAF-12/GRIP1 lit1-tk-luc reporter, luminescence; % of 3 µM dafachronic acid response; 370,000 tested, 1% active; activation, % at 6.8 µM; AID 652126;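 active = activation above the mean over all tested compounds plus 3 SD, cut at about 0.9% in these data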;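 note: 0% = DMSO-only wells and 100% = 3 µM delta7-dafachronic acid wells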
DAX1 inh-1 = DAX1 (NR0B1) inhibition, primary screen; HEK293T StAR-luciferase reporter, SF-1/DAX-1 repression relief; inhibition, % at 6.8 µM; 370,000 tested, 1.1% active; AID 652010;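 active = inhibition above the mean over all tested compounds plus 3 SD, cut at about 3.6% in these data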;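 note: 0% = DAX-1 cells with DMSO and 100% = cells lacking DAX-1 with DMSO; higher inhibition means more luminescence from relief of DAX-1 repression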
GC-A act = GC-A (human) enzyme activation; P16066; HEK293 GC-A cells, cGMP TR-FRET, EC30 ANP; 0% at EC30 ANP, 100% saturating ANP; activation, % at 10 µM; 370,000 tested, 0.14% active; in the data active = activation above about 40%
NPR2 activator = GC-B (human) receptor activation; P20594; HEK293-GC-B cells, CNP EC30, cGMP TR-FRET; 0% at EC30 CNP, 100% saturating CNP; activation, % at 10 µM; 370,000 tested, 0.11% active; AID 1920062;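 active = activation at 10 µM reaching about 35% in either raw or pattern-adjusted values, limit read from the data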
Target sequence (P20594 whole entry, looked up): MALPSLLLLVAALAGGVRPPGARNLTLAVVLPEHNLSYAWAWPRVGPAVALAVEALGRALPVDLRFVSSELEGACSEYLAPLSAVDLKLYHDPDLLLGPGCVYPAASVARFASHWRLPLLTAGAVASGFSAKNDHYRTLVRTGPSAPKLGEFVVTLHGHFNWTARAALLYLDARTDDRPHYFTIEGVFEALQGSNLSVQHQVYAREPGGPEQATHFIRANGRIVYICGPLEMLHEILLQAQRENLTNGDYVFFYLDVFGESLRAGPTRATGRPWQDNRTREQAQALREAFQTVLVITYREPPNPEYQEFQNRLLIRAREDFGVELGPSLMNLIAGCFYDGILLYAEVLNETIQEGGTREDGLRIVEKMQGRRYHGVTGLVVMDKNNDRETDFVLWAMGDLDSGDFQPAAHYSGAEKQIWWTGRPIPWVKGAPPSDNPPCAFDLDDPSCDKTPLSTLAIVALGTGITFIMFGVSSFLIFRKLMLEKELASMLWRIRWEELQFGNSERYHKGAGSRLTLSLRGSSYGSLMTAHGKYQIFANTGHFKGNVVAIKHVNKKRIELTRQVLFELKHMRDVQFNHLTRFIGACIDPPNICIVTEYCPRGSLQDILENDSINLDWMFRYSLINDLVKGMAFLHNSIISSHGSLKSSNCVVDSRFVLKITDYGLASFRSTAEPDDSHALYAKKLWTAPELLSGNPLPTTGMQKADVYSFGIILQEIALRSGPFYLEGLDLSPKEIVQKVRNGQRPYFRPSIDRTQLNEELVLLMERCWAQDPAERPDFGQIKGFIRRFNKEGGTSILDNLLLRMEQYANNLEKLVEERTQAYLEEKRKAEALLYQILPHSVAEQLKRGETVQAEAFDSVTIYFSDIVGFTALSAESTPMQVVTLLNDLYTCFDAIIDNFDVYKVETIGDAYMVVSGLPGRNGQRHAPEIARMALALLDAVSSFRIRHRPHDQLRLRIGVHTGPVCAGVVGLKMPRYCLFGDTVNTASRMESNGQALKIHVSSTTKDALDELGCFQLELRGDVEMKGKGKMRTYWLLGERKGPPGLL
DAX1 inh-2 = inhibits human nuclear receptor DAX1; HEK293 Gal4-DAX1 luciferase reporter, luminescence; inhibition, % at 6.75 µM; 340,000 tested, 0.99% active; AID 504766;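 active = inhibition above the mean over all tested compounds plus 3 SD, cut at about 4.2% in these data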;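 note: 0% = DAX1-transfected cells with DMSO and 100% = empty-vector control cells with DMSO; inhibition shows as a rise in luminescence from relieved DAX1 repression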
FXN GAA850 act = activators of GAA850 frataxin (FXN) promoter | HEK293 lucGAA850 FXN promoter luciferase reporter, 24 h; percent of 10 µM SAHA response | activation, % at 6 µM | 360,000 tested, 0.56% active | AID 540364;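 active = activation above the average of all compounds screened plus 3 SD, cutoff fixed separately per campaign, cut at about 7.5% in these data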;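 note: 0% = DMSO wells and 100% = 10 µM SAHA wells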
* = called active by the depositor; i = inactive; / = not tested or not shown. This is a random part of the collection (roughly 6.6% active in at least one column).

SMILES	HGIII-sPLA2 inh	SMARCA2 activ	ADAM10 inh	hgDAF-12 ag	hcDAF-12 act	ssDAF12 agonist	DAX1 inh-1	GC-A act	NPR2 activator	DAX1 inh-2	FXN GAA850 act
CCNC(=O)c1ccccc1NC(=O)c1cccc(S(=O)(=O)N2CCC(C)CC2)c1	-36	-1	14	-3.7	-3.0	-1.8	-1.4	2	-1	-2.8	1.9
O=C(CN(c1ccccn1)S(=O)(=O)c1ccccc1)Nc1ccccc1	8	-5	-50	1.9	-0.5	-1.8	0.3	-7	-22	2.1	1.7
Brc1ccc(CSc2ncn[nH]2)cc1	-12	2	7	-1.1	0.6	-1.0	-0.5	3	4	-0.2	1.0
CC(=O)Nc1nc(CC(=O)c2ccccc2)cs1	-19	1	-2	0.3	-1.0	-1.5	0.6	20	-2	1.3	1.9
CN(C)c1ccc(C(=O)c2ccccc2C(=O)O)c(O)c1	-2	-1	10	-1.1	1.5	-1.1	-0.4	5	5	-0.1	-0.3
Cc1ccc(S(=O)(=O)N2CCC(C(=O)N[C@@H](C)C(=O)Nc3ccc4c(c3)OCO4)CC2)cc1	-1	-1	3	-1.4	-1.6	-1.0	0.0	7	3	-1.0	-0.4
NS(=O)(=O)c1cc2c(cc1Cl)NC(C1CC3C=CC1C3)NS2(=O)=O (stereo unspecified)	-6	-2	1	-1.5	-1.4	-1.1	1.0	0	-5	-0.3	-1.2
COc1ccc(N(CC(=O)NCCc2ccc(S(N)(=O)=O)cc2)S(=O)(=O)c2c(C)noc2C)cc1	2	-2	-2	-0.6	-0.2	-0.9	0.1	-9	-1	0.7	1.2
C=C1CCC[C@]2(C)C[C@H]3OC(=O)C(CNC(C)CCCC(C)C)[C@H]3CC12 (stereo partly specified)	-2	3	6	-4.0	-1.6	-0.9	-0.3	-4	4	-1.9	-2.4
CC1CCCCN1CCCNc1ccc(C(CC(N)=O)NC(=O)Cc2ccc(Cl)cc2)cc1[N+](=O)[O-] (stereo unspecified)	10	-2	3	0.9	-1.0	-1.0	1.1	1	6	1.2	-0.8
COc1cc(SC)ccc1C(=O)Nc1ccon1	-3	2	7	6.2	3.7	-0.7	-0.1	-2	5	-0.2	0.8
COc1ccc(S(=O)(=O)N2CCCCCC2)cc1NC(=O)CN(C)Cc1ccc2c(c1)OCO2	-12	-4	9	-2.5	-3.5	-1.4	-3.8	41*	61*	-1.2	5.2

Quoted at random: 2 entries already listed, in no set order.
SMILES	HGIII-sPLA2 inh	SMARCA2 activ	ADAM10 inh	hgDAF-12 ag	hcDAF-12 act	ssDAF12 agonist	DAX1 inh-1	GC-A act	NPR2 activator	DAX1 inh-2	FXN GAA850 act
COc1cc(SC)ccc1C(=O)Nc1ccon1	-3	2	7	6.2	3.7	-0.7	-0.1	-2	5	-0.2	0.8
C=C1CCC[C@]2(C)C[C@H]3OC(=O)C(CNC(C)CCCC(C)C)[C@H]3CC12 (stereo partly specified)	-2	3	6	-4.0	-1.6	-0.9	-0.3	-4	4	-1.9	-2.4

(further entries)
SMILES	HGIII-sPLA2 inh	SMARCA2 activ	ADAM10 inh	hgDAF-12 ag	hcDAF-12 act	ssDAF12 agonist	DAX1 inh-1	GC-A act	NPR2 activator	DAX1 inh-2	FXN GAA850 act
COCCN(C/C=C/c1ccccc1)C/C=C/c1ccccc1	-14	0	2	3.6	-2.1	-0.8	0.4	-3	-1	-1.0	0.6
O=C(CSc1nnc(CCc2nc3ccccc3[nH]2)n1-c1ccccc1)NCc1ccccc1	-9	0	2	-0.9	-2.3	-1.3	-0.1	9	-4	1.1	-0.9
COc1ccccc1C(=O)Nc1ncc2c(n1)CC(c1ccco1)CC2=O (stereo unspecified)	-16	-1	-14	3.8	-3.2	-1.0	0.3	-5	-5	-0.6	0.5
Cc1ccc(S(=O)(=O)N2c3ccccc3CC2C)cc1 (stereo unspecified)	-3	-3	3	-2.0	-1.2	-0.9	-0.2	-14	-12	/	1.4
COc1ccc(-n2nnnc2SCC(=O)N2CCCc3ccccc32)cc1OC	1	-7	-3	-0.8	-1.2	-1.2	-0.6	8	5	-0.1	1.7
COc1ccccc1CNC(=O)NC1CCN(CC(=O)Nc2ccc3c(c2)OCCO3)CC1	-1	8	2	-0.5	-3.2	-1.3	-0.7	-4	0	/	/
Nc1[nH]c(C(=O)c2ccccc2)c(-c2ccc(Cl)cc2)c1C(=O)c1c[nH]c2ccccc12	-4	0	-12	6.0	2.4	0.2	0.9	-7	-7	/	/
CC(=O)Nc1nc(C)c(-c2csc(Nc3cccc(C(C)=O)c3)n2)s1	3	-2	-5	4.0	-3.6	-1.8	-0.9	10	3	-2.3	-7.2
CCN(CC)CCCNC(=O)Cn1cc2c(n1)CCC(C)C2 (stereo unspecified)	7	6	-1	2.0	-0.9	-1.7	-0.1	2	4	-0.3	-2.2
O=C(Nc1ccc(-c2nc3ccccc3[nH]2)cc1)c1ccc(N2C(=O)CCC2=O)cc1	0	-4	-4	0.1	0.6	-0.3	-0.5	4	0	-0.6	0.9
COc1ccc(CNc2nc3ccccc3n2CCN2CCOCC2)cc1	3	-2	-2	-1.6	0.1	-0.8	0.1	-4	5	0.3	0.7
O=C(NCCOc1ccccc1)c1ccc2n[nH]nc2c1	-2	2	-18	4.0	3.7	-0.9	3.1	1	1	1.1	2.1
Cc1cccc(N2CCN(c3ccc(N4C(=O)CCCC4=O)cc3[N+](=O)[O-])CC2C)c1 (stereo unspecified)	10	-3	0	1.9	-0.9	-1.5	-0.2	-2	7	-1.3	0.3
Clc1ccc(SCCCCN2CCNCC2)cc1	4	1	-2	2.6	1.1	-0.9	-0.3	2	0	-0.3	4.1
COCCN(C(=O)COC(=O)c1cccc2ccccc12)c1c(N)n(Cc2ccccc2)c(=O)[nH]c1=O	-3	3	-9	0.7	-2.8	-0.7	-1.4	-3	-3	-0.4	0.4
CN(Cc1ccccc1)C(=O)CCSc1nc(-c2ccc3c(c2)OCO3)cc(C(F)(F)F)n1	7	2	-31	-2.2	1.4	-0.2	0.0	3	4	-0.1	-2.6
CN1C(=O)C(C)(C)c2cc(S(=O)(=O)N3CCC(C(=O)Nc4ccc(Cl)cc4)CC3)ccc21	11	-3	-15	-3.1	-2.1	-1.5	0.2	1	-1	-0.8	-0.2
CC(=O)NC1=NN(C(C)=O)C(C)(c2ccc(Br)cc2)S1 (stereo unspecified)	1	-1	6	-1.0	-0.6	-1.8	-0.2	-1	0	0.3	-1.3
COc1cccc(OC)c1C(=O)Nc1ccc(S(=O)(=O)Nc2cc(C)nc(C)n2)cc1	3	-1	-6	0.6	-0.4	-0.6	-1.0	0	0	-0.6	0.7
Cc1cc(N2CCOCC2)nc2ccc(NC(=S)NCCC(C)C)cc12	-2	-2	-354	-1.9	-1.4	-1.1	-0.2	8	3	0.2	0.1
Cc1sc(NC(=S)NC(=O)c2ccc(C(C)(C)C)cc2)c(C#N)c1C	3	1	-5	-2.9	-0.8	0.1	-0.2	-2	7	-0.1	-1.3
Cc1ccc(S(=O)(=O)NCC(=O)N(CCc2ccccc2)CC(=O)NCc2ccco2)cc1	-7	1	1	-1.2	-1.7	-1.6	0.0	-2	0	0.2	-1.0
CC1(C)C(=O)Nc2ccccc2N1C(=O)CN1C(=O)c2ccccc2C1=O	-6	-1	4	1.8	-0.5	-0.2	-0.3	2	7	0.5	-2.6
Cc1ccc(C(=O)CNc2cc(C)ccc2C)cc1	5	-2	-1	0.7	0.6	-0.3	-0.5	-1	1	0.9	1.9
NC(=O)C1CCN(C(=O)CCC(=O)c2ccc(F)cc2)CC1	0	-1	0	3.8	0.3	-1.4	0.2	5	2	-0.1	-0.5
O=C(Nc1cccc(CCc2ccccn2)c1)c1cc(F)c(F)cc1Cl	-7	-3	1	-0.2	-0.9	-0.9	-0.6	-1	2	3.1	2.5
O=S(=O)(c1ccc(OC(F)(F)F)cc1)N1CCC(O)(c2cccc(C(F)(F)F)c2)CC1	8	-4	21*	-1.7	-1.9	-1.0	-0.1	-1	10	-1.9	1.0
Cc1cccc(CN2CCN(C3CN(Cc4ccc(F)cc4)S(=O)(=O)C3)CC2)c1 (stereo unspecified)	-5	-5	-8	2.4	-1.5	-1.2	0.9	1	2	/	/
CS(=O)(=O)N1CCC(c2noc(-c3ccc(C(F)(F)F)cc3)n2)CC1	-1	-1	-1	-3.0	-0.6	-1.5	-1.2	6	-8	-0.5	-1.9
Cc1cc(C)cc(Oc2coc3cc(OC(=O)c4cccs4)ccc3c2=O)c1	-4	0	-45	2.2	0.1	-1.1	0.6	2	3	-0.9	-0.3
CCOC(=O)C(=O)NC(C)CCc1ccccc1 (stereo unspecified)	1	-3	-2	1.0	-1.8	0.7	0.0	3	4	1.0	0.8
COc1ccccc1C(=O)NCC(=O)N/N=C/c1cc(Br)ccc1OC(=O)/C=C\c1ccco1	-6	3	4	-1.6	-1.6	-1.3	0.4	-6	-8	-0.8	-0.4
Cc1ccc(-c2nc3sc(C(N)=O)c(N)c3c3c2CCCC3)cc1	-10	0	-88	-2.4	-0.8	-1.7	-0.6	3	-1	1.4	2.5
CCCCN(C)C(=O)c1cn(CC)c2nc(C)ccc2c1=O	4	0	-6	-0.9	2.1	-1.1	0.5	-1	1	0.8	-0.1
CC1OC(Nc2cccc3ccccc23)C(O)C(O)C1O (stereo unspecified)	13	2	-61	1.9	2.3	1.8*	-1.6	-5	4	-0.9	0.3
Brc1ccc(C[n+]2ccccc2)cc1	7	2	8	0.4	0.0	-0.9	0.1	1	6	-0.9	-0.1
Cc1cccc(-c2noc(CN(C(=O)CCc3ccccc3)C(C)C)n2)c1	-14	-2	10	-1.9	-0.3	-1.3	0.2	-1	2	-0.1	3.4
COc1ccc(CCNC(=S)Nc2cc(C)cc(C)c2)cc1	-5	0	6	1.2	-0.1	-1.1	-0.3	-2	0	1.3	0.2
CN(C)c1ccc(/C=N/NC(=O)c2ccc(CN3CCOCC3)cc2)cc1Br	2	-3	-9	-1.3	-3.0	-2.1	-1.2	4	1	/	2.2
C=C(CC[C@@H](O)C(C)(C)O)[C@H]1CC[C@]2(C)[C@@H]1CCC1[C@@]3(C)CC[C@H](O)C(C)(C)C3CC[C@]12C (stereo partly specified)	0	3	5	1.0	-0.3	-0.9	-0.5	0	0	1.5	-0.5
O=C(N/N=C/c1cccc(F)c1)c1csc2c1CCCC2	-8	5	12	6.3	3.6	0.0	3.2	1	-2	2.3	4.8
COCc1cc(=O)oc2cc(NS(=O)(=O)c3ccc(C)cc3)ccc12	-2	-3	i	1.0	0.1	-0.9	0.7	13	-1	/	0.7
Cc1ccc(S(=O)(=O)N/N=C/C(C)(C)CO)cc1	-7	0	6	-0.6	0.6	-1.2	-0.1	3	2	-0.4	0.3
O=C(NCCc1cn2ccsc2n1)c1cccs1	1	-1	-8	-0.5	2.7	-0.5	-0.2	3	1	1.0	1.0
CCN(CC)C(=O)Cn1cc(S(=O)(=O)CC(=O)Nc2cc(C)on2)c2ccccc21	3	-1	-1	0.3	0.8	-0.9	0.6	0	0	-0.1	1.1
COc1cccc(CNC(=O)[C@@H]2CCCN2C(=O)[C@H]2CCCCN2C(=O)c2cccc(OC)c2)c1	11	-3	-11	-0.5	2.9	-0.6	0.1	-4	-7	/	/
